MT stabilize HCS: microtubule stabilization, imaging screen; 200,000 compounds, 0.83% hits; AID 2205; % tubulin-high responders, % at 10 µM; HeLa tubulin immunostaining HCS, 24 h; share of cells brighter than vehicle mean+2SD;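 active = plate Z-score above 3 for both tubulin-high and condensed-nucleus cell shares, with cell loss under 80%, at 10 µM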;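 also: anti alpha tubulin signal scored within the nucleus-defined area of each cell; some results filed as inactive read as strong as hits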
Insulin prom up: MIN6 insulin promoter up-regulation; MIN6 insulin promoter-GFP reporter, high-content imaging; stronger effect = higher value; 190,000 compounds, 0.3% hits; z-score at 5 µM;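 active = z-score above 3 at 5 µM with at least 500 cells counted in the well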
Yfh1-depleted yeast: enhancers of respiration in Yfh1-depleted yeast, dose response, Friedreich's ataxia, plus single-dose screen (AID 1465); 220,000 compounds, 0.074% hits; fold induction at 50 µM; hits with a dose series show EC50 in µM; S. cerevisiae Yfh1-off respiration, WST-1 reduction, 72 h; higher fold induction means a stronger effect;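 active = fold induction of absorbance versus untreated yeast above a set limit, then at least 30% activation at any dose in follow-up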;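 also: activators that raise dye reduction in frataxin-depleted yeast; strong numbers were not always called active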
Hep lipid drop: hepatic lipid droplet formation modulation; AML12 mouse hepatocytes, oleate lipid droplets, BODIPY imaging; inhibition, % at 6.5 µM; 240,000 compounds, 0.4% hits;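 active = lipid droplet intensity inhibited by at least 50%, with more than 500 cells counted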
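System: AML12 hepatocytes (mouse). Probe or stimulus: oleic acid at 100 µM to induce lipid droplet formation. Times: overnight treatment with compound plus oleate. Detection: Image-based BODIPY and DAPI two-channel analysis. Evaluation: percent inhibition of filter-corrected integrated lipid droplet intensity per well.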
Dynein cargo inh: blocks dynein driven cargo transport along microtubules. 3617.4 mouse cells, GR-EGFP nuclear translocation imaging; test concentration mostly 20 µM; stimulated with dexamethasone, 1 µM; stronger effect = lower value. z-score, hits read low. 220,000 compounds, 0.47% hits;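 active = plate z-score of nuclear minus cytoplasmic receptor signal below a set negative limit, without overly bright fluorescence or cell loss, cut at about -3.5 in these data, passing the limit was not always enough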;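 also: z-score of nuclear minus cytoplasmic ring GR-EGFP intensity difference per well; some compounds called inactive have numbers as strong as hits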
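Schedule: 48 h induction, then 1 h compound, then 30 min agonist, 37 °C. Buffer or medium: tetracycline-free induction medium containing charcoal-stripped FBS. Reagent: 1.0 µM final dexamethasone stimulus. Evaluation: nuclear versus cytoplasmic GR-EGFP signal, averaged per well. Signal: high-content fluorescence imaging after fixation.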
P. falciparum M17LAP: P. falciparum M17LAP inhibitors, primary screen, biochemical, fluorogenic H-Leu-NHMec substrate, 1536-well (AID 1619). recombinant M17LAP, H-Leu-NHMec fluorogenic kinetic assay; higher % means a stronger effect. inhibition, % at 30 µM; hits with a dose series show IC50 in µM. 220,000 compounds, 0.38% hits;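 active = compound inhibiting the enzyme by more than half at any dose during confirmatory dose-response retesting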;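 also: plate controls were full reaction with DMSO carrier for no effect and no enzyme background for full effect; strong numbers were not always called active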
P. falciparum M1AAP: P. falciparum M1AAP inhibitors, biochemical, fluorogenic H-Leu-NHMec substrate, 1536-well (AID 1445); recombinant M1AAP, H-Leu-NHMec fluorogenic kinetic assay; higher % means a stronger effect; inhibition, % at 30 µM, or IC50 in µM where a hit was titrated; 220,000 compounds, 0.42% hits;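 active = primary inhibition above the hit cutoff, then over 50% inhibition at one or more dose response concentrations, cut at about 23% in these data, passing the limit was not always enough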;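 also: plate controls were DMSO full reaction for no effect and no enzyme background for full effect; strong numbers were not always called active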
Autophagy mod: autophagy modulation, high-content screen; MEF GFP-LC3 puncta imaging; test concentration mostly 10 µM; calls only at 10 µM (by protocol); 190,000 compounds, 0.98% hits;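 active = percentage of spot-positive cells more than 3 SD above its plate mean, without a fluorescence outlier flag or 80% toxicity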;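 also: spot-positive cell cutoff set from DMSO-treated cells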
CSM14.1 death rescue: rescue of cells from ER stress-induced death, primary screen, 384-well, CSM14.1, thapsigargin, ATP luminescence (AID 1222) | one-dose cellular ATP content (survival), % at 20 µM; EC50 in µM for titrated hits | 190,000 tested, under 10 active | CSM14.1 thapsigargin-induced death rescue, ATP luminescence; higher % means a stronger effect;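 active = EC50 below 50 µM in the dose-response confirmation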;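 also: death triggered by thapsigargin at about 15 µM added after 2 h compound pretreatment; cell ATP read after overnight thapsigargin exposure of roughly 18 to 22 hours; normalized against plate controls of thapsigargin alone and 5% DMSO vehicle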
Dynein cargo inh cytoplasmic EGFP: also measured in Dynein cargo inh; calls as there; z-score; measured here: cytoplasmic GR-EGFP intensity; stronger effect = higher value
Dynein cargo inh nuclear GR-EGFP: recorded beside Dynein cargo inh, whose call it bears; z-score; measured here: nuclear GR-EGFP intensity;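 lower value marks the stronger effect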
Dynein cargo inh cell count: second read-out of Dynein cargo inh, no call of its own (marks repeat the call); z-score; measured here: cell count per field
Insulin prom up cell count: also measured in Insulin prom up; calls as there; cell count; measured here: cytotoxicity, nuclei count;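 total cells summed across four imaged fields per well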
Hep lipid drop cells 6.5 µM: recorded beside Hep lipid drop, whose call it bears; cell count; measured here: cell count, cytotoxicity flag;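 cells counted across two imaged fields per well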
MT stabilize HCS Hoechst-high %: second read-out of MT stabilize HCS, no call of its own (marks repeat the call); % Hoechst-high responders; measured here: nuclear condensation Hoechst responders;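 share of cells brighter than vehicle mean plus two SD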
MT stabilize HCS cytotoxicity %: also measured in MT stabilize HCS; calls as there; toxicity, %; measured here: cytotoxicity by cell density;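 0% = mean cell density of plate MIN control wells and 100% = no cells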
Autophagy mod cell loss 18 h: also measured in Autophagy mod; calls as there; toxicity, %; measured here: cell loss, nuclei count;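 cell loss after 18 h compound exposure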
Numbers without * were called inactive; i = inactive; . = not tested or not shown. Compounds as they come. About 3.5% of those tested had a hit in this group.

SMILES,MT stabilize HCS,MT stabilize HCS Hoechst-high %,MT stabilize HCS cytotoxicity %,Insulin prom up,Insulin prom up cell count,Yfh1-depleted yeast,Hep lipid drop,Hep lipid drop cells 6.5 µM,Dynein cargo inh,Dynein cargo inh cytoplasmic EGFP,Dynein cargo inh nuclear GR-EGFP,Dynein cargo inh cell count,P. falciparum M17LAP,P. falciparum M1AAP,Autophagy mod,Autophagy mod cell loss 18 h,CSM14.1 death rescue
CC(C)NC(=O)CCCc1ccccc1,2.5,1.4,9.3,0.62,1415,i,.,.,-0.84,-0.47,-0.33,0.51,2%,10%,i,2,-1.1%
COc1ccc(/C(C)=N/N=C2/NC(=O)CC(C(=O)O)S2)cc1F (centres undefined),.,.,.,0.08,1014,i,10,662,-0.36,-0.17,0.44,-0.8,16%,1%,.,.,.
CCc1c(C)c(C#N)c2nc3ccccc3n2c1NCC1CCCO1 (centres undefined),0.7,1.5,8.7,-0.88,992,i,3,758,-0.18,-0.16,0.0096,0.27,3%,10%,i,-9,-0.1%
CC(=O)SC(C)CC(=O)Nc1ccccc1 (centres undefined),4.0,2.5,4.2,0.46,1226,i,.,.,-0.76,-0.18,-0.25,0.28,1%,1%,i,-7,.
O=S(=O)(NCC1CCCO1)c1ccc(Cl)nc1 (centres undefined),.,.,.,-0.44,1391,i,-8,693,0.52,-0.3,-0.16,0.94,4%,5%,.,.,.
COC(=O)Oc1ccc(/C=N/NC(=O)CSCc2ccc(Cl)cc2)cc1OC,2.1,2.2,3.4,.,.,i,-43,637,0.58,-0.04,0.62,-1.6,7%,6%,i,4,-0.3%
CC(CN1CCCCC1)OC(=O)c1ccc(Cl)cc1 (centres undefined),1.6,2.0,5.3,0.42,1032,i,.,.,0.055,-0.18,0.049,0.27,-1%,-5%,i,-21,-0.3%
OCCN=C1CCCc2c1[nH]c1ccc(Cl)cc21,.,.,.,0.09,1093,i,-4,720,-0.73,-0.17,-0.28,0.31,12%,6%,.,.,.
COc1ccc2c(c1OC)C(=O)N1C2SC[C@H]1C(=O)NC1CC(C)(C)NC(C)(C)C1 (some centres undefined),4.6,2.3,9.5,0.07,1893,i,-1,671,0.12,-0.18,0.42,-0.88,-9%,3%,i,-8,1.4%
O=C(Nc1ccc(S(=O)(=O)N2CCOCC2)cc1)c1cccnc1,.,.,.,1.3,1423,i,3,717,-1.7,-0.26,-1.1,2.3,-6%,-1%,.,.,.
CC(C)CNC(=O)C(=O)NCc1ccccn1,3.6,1.8,2.9,0.06,1321,i,18,761,-0.44,-0.28,-0.062,0.13,9%,21%,i,-4,0.1%
CCOC(=O)c1ccc(NC(=O)CSc2nc(SC)ns2)cc1,2.6,1.8,8.4,-0.77,1139,i,15,756,-0.17,-0.19,-0.047,-0.35,4%,19%,i,6,3.4%
C=CCNC(=O)COc1ccc(S(=O)(=O)Nc2ccc(OCC)cc2)cc1,3.5,2.1,4.7,-0.35,1152,i,-1,732,0.74,-0.22,0.72,-1.3,11%,-4%,i,-3,-1.4%
Cc1cc([N+](=O)[O-])nn1CCC(=O)NC1CCCCCC1,2.9,3.7,2.2,-0.2,1249,i,-13,669,-0.22,-0.24,-0.19,-0.29,-9%,6%,i,-11,0.9%
Cc1nnc2sc(SCC(=O)Nc3cccc(Cl)c3)nn2c1=O,3.8,1.6,5.8,-0.48,1297,i,4,703,-0.74,-0.24,-0.26,0.58,11%,6%,i,15,-1.6%
Cc1ccc(C(=O)N/C(=C\c2cccs2)C(=O)NCC2CCCO2)cc1C (centres undefined),3.0,1.9,2.5,0.21,1224,i,-1,664,-0.19,-0.27,0.00041,-0.42,3%,2%,i,-11,-0.6%
CCn1cc([C@@H]2C[C@H]3CN(Cc4cccc(Cl)c4)C(=O)[C@]34CCCN24)c(C)n1,4.6,2.9,3.6,.,.,i,-23,722,-0.6,-0.13,-0.37,-0.82,-1%,-7%,i,3,0.7%
CC1(C)CC(CC(=O)O)C(=O)O1 (centres undefined),1.9,1.3,8.2,0.08,904,i,-4,739,2.9,-0.15,1.8,-1.7,-6%,6%,i,7,-0.2%
Cc1ccc(N2CCN(CCc3nc4cc(NC(=O)c5ccco5)ccc4n3C)CC2)cc1,6.0,2.2,11,-0.64,1253,i,0,749,-0.8,-0.18,-0.036,0.17,-2%,14%,i,14,1.4%
CC1(C)CC(=O)C2=C(C1)OC(N)=C(C#N)C2c1ccccc1[N+](=O)[O-] (centres undefined),2.1,1.0,8.5,0.05,1478,i,0,773,-0.39,-0.29,0.13,0.33,.,.,i,-14,1.8%
CCOc1ccccc1N1CCN(S(=O)(=O)c2cccc3nsnc23)CC1,4.8,2.2,5.0,-1.2,1322,i,-6,752,2.9,0.066,1.9,-2.7,-4%,-3%,i,0,0.8%
COc1ccc(-c2ccc(F)cc2)cc1[C@H]1[C@H]2C=CC[C@@H](C)[C@@H]2C(=O)N1Cc1ccccc1,.,.,.,.,.,i,32,626,-1,-0.79,-0.32,0.042,0%,-1%,.,.,.
Cc1ccc(S(=O)(=O)Nc2cccc(Oc3cnccn3)c2)cc1,12,6.7,30,.,.,i,0,634,-0.36,-0.29,-0.052,0.32,3%,1%,i,-32,-1.2%
O=C(Cn1cnc2c(nnn2Cc2ccccc2)c1=O)NCC1CCCO1 (centres undefined),4.1,1.6,10,0.29,2051,i,-1,601,2.5,-0.12,1.5,-1,2%,2%,i,-7,-3.4%
Cc1ccc(CSc2nnc(-c3ccccn3)n2C)cc1,4.7,3.3,4.6,0.23,1030,i,.,.,0.17,-0.29,0.13,0.35,0%,0%,i,13,1.0%
COc1cc(S(=O)(=O)Nc2ccccc2)ccc1N=Cc1c(C)[nH]n(-c2ccc(C)cc2)c1=O,8.4,19,18,0.03,1316,i,-6,629,-0.87,0.3,-0.03,1.5,4%,-3%,i,17,-4.2%
CCS(=O)(=O)N1CCN(CC(=O)NC2CCCCC2)CC1,2.3,0.7,3.1,0.11,1683,i,10,677,1.7,-0.2,1.7,-1.7,-3%,0%,i,-13,-0.5%
Cc1ccccc1NC(=O)Cc1cccc(C(F)(F)F)c1,3.2,1.6,4.9,1.3,1605,i,9,761,-0.11,-0.26,0.051,0.53,4%,6%,i,4,0.6%
CN(CCC#N)S(=O)(=O)c1ccc2[nH]cc(C(=O)NCCc3ccccc3)c(=O)c2c1,4.1,1.3,14,-0.23,1271,i,-3,657,-0.38,-0.12,0.34,0.85,-16%,4%,i,-22,-2.0%
O=C(CC(c1ccccc1)c1cc(Cl)ccc1O)N1CCCC1 (centres undefined),.,.,.,1.2,987,i,0,712,-0.022,-0.23,0.59,-0.42,5%,1%,.,.,.
C#CCOCCOCCOCCNc1nc(N2CCN(C(=O)[C@H](CCCCN)n3cc(C(N)CO)nn3)CC2)nc(N2CCN(C(=O)[C@H](CCC(=O)O)n3cc(C(N)Cc4ccc(O)cc4)nn3)CC2)n1 (some centres undefined),.,.,.,0.92,864,i,5,729,0.28,-0.75,0.26,-0.091,1%,1%,.,.,.
NC(=O)c1c(N)sc2c1CCCC2,3.1,2.3,9.9,0.02,1319,i,.,.,-0.78,-0.14,-0.2,0.85,-6%,2%,i,-7,2.2%
CC1=NC(C(F)(F)F)(C(F)(F)F)C(C#N)=C(C)N1,1.2,2.7,7.6,-0.65,1947,i,6,607,-0.41,-0.28,0.053,0.066,-6%,2%,i,8,-2.8%
CCCc1nc2oc3c(NCCOCCO)ncnc3c2c2c1COC(C)(C)C2,2.6,0.5,1.6,.,.,i,22,664,0.15,-0.18,0.27,0.38,-2%,12%,i,-8,-3.2%
Cc1ccc(C)c(-n2c(CNC(=O)c3ccco3)nnc2SCC(=O)Nc2nnc(C)s2)c1,2.9,2.5,4.7,0.9,950,i,.,.,-1.1,-0.15,-0.6,0.066,12%,11%,i,2,0.1%
COCC(C)NC(=O)c1cccc(Cl)c1 (centres undefined),3.9,2.0,3.8,1.8,1162,i,0,796,-0.26,-0.21,-0.093,0.071,0%,0%,i,26,1.3%
CCOC(=O)c1c(/N=C/c2cc(OC)cc([N+](=O)[O-])c2O)sc(C)c1C,3.5,3.4,5.1,0.8,1459,i,-7,635,0.065,0.048,0.58,-0.39,-3%,5%,i,16,-2.0%
COc1ccc(C(C)=O)c2c(O)cccc12,1.8,1.6,5.6,0.76,1162,i,.,.,-0.98,-0.2,-0.32,1.2,3%,5%,i,-2,0.0%
C=CCn1c(=NC(=O)c2cc(-c3cccs3)nc3ccccc23)sc2cc(S(N)(=O)=O)ccc21,2.9,3.6,6.8,9*,1150*,i,-6,607,-0.19,-0.091,-0.3,0.65,-9%,8%,i,-10,-2.7%

Source: PubChem BioAssay (several laboratories)
